IDE cell activ: IDE (human) activation, cell-based. P14735. HEK cells, FAbeta-B cleavage, fluorescence polarization; 0% vehicle, 100% cell-free pure enzyme wells. activation, % at 5.96 µM. 340,000 compounds, 0.073% hits;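 active = activation above the mean of all tested compounds plus 3 SD, set per screening campaign, cut at about 17% in these data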
pCIP destab: lowers stability of the mouse p/CIP coactivator protein | Q05BA5 | F442A p/CIP-EGFP cells, EGFP fluorescence, 16 h | decrease of EGFP signal, % at 10 µM | 290,000 compounds, 0.01% hits;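 active = EGFP signal decrease of at least 30% at 10 µM or well 3 SD below plate mean, unless failing retest; inactive = the rest, including hits failing retest or dose response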; note: some compounds called inactive have numbers as strong as hits; many of its hits are not listed in these tables
MEKK2wt PB1 HTS: raises or lowers MEK5 binding to wildtype human MEKK2 PB1 domain | Q9Y2U5 | bead flow cytometry, Alexa488-MEK5 binding to MEKK2 WT; actives lie on both sides | binding response (% of control), % at 10 µM | 290,000 compounds, 1.1% hits | AID 1531; in the data active = binding response below about 67% or above about 130%
UBC9 SUMO inh: inhibitors of human SUMOylation (UBC9). P63279. 290,000 compounds, 0.36% hits. inhibition, % at 35 µM. HTRF SUMOylation assay, SAE1/SAE2 + UBC9, in vitro; in the data active = inhibition above about 50%, passing the limit was not always enough; note: strong numbers were not always called active
Target sequence (P63279 whole entry, looked up): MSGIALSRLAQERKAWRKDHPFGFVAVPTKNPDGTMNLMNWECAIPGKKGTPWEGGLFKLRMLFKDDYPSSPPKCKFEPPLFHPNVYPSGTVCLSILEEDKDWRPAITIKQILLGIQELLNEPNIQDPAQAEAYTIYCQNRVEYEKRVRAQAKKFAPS
NALP1 yeast inh: NALP1 inhibition; S. cerevisiae NALP1/ASC/caspase-1 growth, X-gal OD620, 72 h; 280,000 compounds, 0.61% hits; AID 2071; inhibition, % at 10 µM; in the data active = inhibition mostly above about 24%, no sharp cut-off; inactive = mostly below about 32%; note: some compounds called inactive have numbers as strong as hits
MEKK3 PB1 HTS: raises or lowers MEK5 binding to the human MEKK3 PB1 domain; binding response (% of control), % at 10 µM; bead-based flow cytometry, Alexa488-MEK5 binding to MEKK3; actives lie on both sides; 0 = blocked by unlabeled MEK5, 100 = vehicle; AID 1529; Q99759; 290,000 compounds, 1.4% hits;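 active = binding response more than 3 SD above or below the average of its plate-row segment, actives on both sides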;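 note: Alexa488 bead fluorescence after subtracting the streptavidin-only scavenger bead signal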
Target sequence (Q99759 whole entry, looked up, the tested form may be a part): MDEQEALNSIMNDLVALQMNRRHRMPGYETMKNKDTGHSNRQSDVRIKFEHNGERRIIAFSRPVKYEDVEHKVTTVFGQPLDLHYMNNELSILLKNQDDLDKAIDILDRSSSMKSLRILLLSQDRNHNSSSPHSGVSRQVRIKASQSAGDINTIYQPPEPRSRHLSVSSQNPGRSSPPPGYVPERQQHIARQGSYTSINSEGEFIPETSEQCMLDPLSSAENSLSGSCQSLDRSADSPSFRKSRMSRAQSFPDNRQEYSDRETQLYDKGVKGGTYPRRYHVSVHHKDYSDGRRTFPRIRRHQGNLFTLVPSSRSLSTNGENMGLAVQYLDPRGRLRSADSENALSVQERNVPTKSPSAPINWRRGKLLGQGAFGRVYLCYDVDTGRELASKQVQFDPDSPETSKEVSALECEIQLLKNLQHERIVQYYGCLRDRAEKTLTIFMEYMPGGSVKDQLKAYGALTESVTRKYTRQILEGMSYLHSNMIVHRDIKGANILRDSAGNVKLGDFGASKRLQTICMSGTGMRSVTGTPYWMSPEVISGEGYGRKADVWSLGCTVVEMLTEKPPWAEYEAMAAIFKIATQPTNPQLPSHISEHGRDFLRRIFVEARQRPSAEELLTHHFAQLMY
MEKK2 mut-MEK5: signal of MEK5 binding to mutant human MEKK2 PB1 domain | percent response, % at 10 µM | 290,000 compounds, 0.35% hits | bead flow cytometry, Alexa488-MEK5 binding to MEKK2 mutant; in the data active = percent response above about 24%, passing the limit was not always enough; note: inactives centre near 1; some results filed as inactive read as strong as hits; reference of the scale not given here
M18AAP inhibitor: PfM18AAP enzyme inhibition | recombinant PfM18AAP, H-Glu-NHMec fluorogenic cleavage | inhibition, % at 7.35 µM | 290,000 compounds, 1.2% hits | AID 1822;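 active = inhibition above the campaign mean inhibition over all tested compounds plus 3 SD, cut at about 28% in these data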;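 note: 0% = plate median of test compound wells and 100% = 2 mM ZnCl2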
IDE inh: cellular human IDE inhibition | inhibition, % at 5.59 µM | 320,000 compounds, 0.41% hits | HEK cells, FAbetaB cleavage, fluorescence polarization | P14735 | AID 434962;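 active = percent inhibition above the average of all tested compounds plus 3 SD, set per screening campaign, cut at about 16% in these data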;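 note: IDE supplied by intact live HEK cells; FP after avidin binding of uncleaved biotin substrate so inhibition keeps polarization high; 0% = DMSO wells and 100% = 60 µM reference IDE inhibitor Ii1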
The depositor's hits bear a star; / = no result given. This is a subset, so the mix of outcomes need not match the whole.

SMILES,IDE cell activ,pCIP destab,MEKK2wt PB1 HTS,UBC9 SUMO inh,NALP1 yeast inh,MEKK3 PB1 HTS,MEKK2 mut-MEK5,M18AAP inhibitor,IDE inh
CCCCNC(=O)Nc1ccc(C2SCCS2)cc1,/,-5.6,103.0,10.6,4.0,99.0,0.0,-13.2,5.2
Cc1cccc(C)c1NC(=O)c1cccc2c1-c1ccccc1C2=O,3.5,-2.5,100.0,1.6,12.5,98.0,-1.0,3.2,2.9
Cc1sc(NC(=O)c2c(F)cccc2F)nc1-c1ccccc1,2.0,-1.8,104.0,-6.1,37.1,99.0,3.0,5.0,3.5
O=C(CCCc1c[nH]c2ccccc12)N[C@@H](Cc1c[nH]c2ccccc12)C(=O)O,4.6,5.2,105.0,-8.9,3.1,104.0,3.0,1.9,5.1
CCCCC(=O)Nc1ccccc1Oc1ccccc1,0.3,-10.2,99.0,-2.1,-22.7,99.0,-7.0,-0.6,-2.7
CN(Cc1ccccc1)C(=O)C1CCN(S(=O)(=O)c2ccc(-n3cnnn3)cc2)CC1,0.1,0.3,89.0,-17.2,-3.0,98.0,-6.0,0.1,3.2
COCCCNc1nc(N)c([N+](=O)[O-])c(NC2CCCCC2)n1,0.7,-10.3,107.0,7.1,2.6,105.0,7.0,0.7,4.1
CC(=O)c1ccc(N2CCN(C(=O)C3CCCN3S(=O)(=O)c3cccc4nsnc34)CC2)cc1 (stereo unspecified),-3.3,11.4,104.0,2.6,22.8,102.0,6.0,4.6,5.5
CCC(=O)c1cn(CC(=O)Nc2ccc(OC)cc2)c2ccccc12,2.3,-6.6,103.0,4.7,16.6,102.0,-1.0,-1.1,-3.3
N#CC1=C(N)Oc2ccc3ccc(O)cc3c2C1c1ccsc1 (stereo unspecified),-8.2,-7.4,107.0,17.9,/,101.0,13.0,-3.2,/

SMILES,IDE cell activ,pCIP destab,MEKK2wt PB1 HTS,UBC9 SUMO inh,NALP1 yeast inh,MEKK3 PB1 HTS,MEKK2 mut-MEK5,M18AAP inhibitor,IDE inh
CCN1CCCC(Sc2nc3c([nH]2)c(=S)n(C)c(=O)n3C)C1 (stereo unspecified),-0.5,-5.9,104.0,17.5,-5.1,103.0,7.0,-1.8,7.0
Cc1noc(C(F)(F)F)c1C(=O)NNC(=O)c1ccccc1,3.1,-5.7,89.0,10.8,8.1,96.0,-15.0,2.4,1.4
Cn1c(=O)c(=O)n(C)c2cc(S(=O)(=O)CCC(=O)Nc3ccc(F)cc3)ccc21,0.3,1.7,96.0,4.1,3.2,98.0,2.0,3.7,-5.5
CCCCCn1c(SCc2cccc(C)c2)nc2c1c(=O)[nH]c(=O)n2C,-0.3,-4.5,96.0,-4.0,6.7,94.0,-4.0,/,1.1
CCOC(=O)c1[nH]c(C(=O)O)c(OC(=O)CC)c1C,6.1,0.6,96.0,16.9,7.0,95.0,11.0,-2.1,-0.2
O=C(NCCc1ccccc1)C1CCN(C2CCN(Cc3ccc(CO)o3)CC2)CC1,6.5,6.2,99.0,4.9,-3.7,97.0,-13.0,0.9,-2.7
CCOC(=O)C1(C)/C(=N/Nc2ccccc2)C(=O)C(=O)N1c1ccccc1 (stereo unspecified),7.8,7.5,96.0,11.4,2.1,102.0,-3.0,-6.7,-4.1
CN(C)S(=O)(=O)c1ccc(NC(=O)CN2CCOCC2)cc1,4.8,-4.2,103.0,8.7,/,98.0,1.0,-4.6,0.8
Cc1cccc(C)c1NC(=O)CS(=O)CC(=O)NCCCc1ccccc1 (stereo unspecified),-1.1,-19.2,101.0,37.3,-2.3,103.0,5.0,-4.7,5.7
Cc1ccc(C(=O)Nc2ccc(Br)c(C(F)(F)F)c2)cc1,-0.3,4.5,170.0*,-18.9,16.5,105.0,31.0,7.1,6.4

SMILES,IDE cell activ,pCIP destab,MEKK2wt PB1 HTS,UBC9 SUMO inh,NALP1 yeast inh,MEKK3 PB1 HTS,MEKK2 mut-MEK5,M18AAP inhibitor,IDE inh
CC(=O)N(Cc1ccc(Br)cc1)c1cccc(C)c1C,2.5,-7.1,96.0,-1.2,-7.7,99.0,-5.0,3.6,4.8
O=C(COc1ccc([N+](=O)[O-])cc1)Nc1cccc(C(=O)Nc2ccccc2C(=O)O)c1,10.7,-6.9,94.0,16.7,16.4,99.0,-2.0,5.8,3.9
COc1ccc(C)cc1-n1c(-c2ccncc2)n[nH]c1=S,3.6,-8.6,107.0,10.7,11.9,94.0,2.0,18.2,2.3
CC(=O)Nc1ccc(NC(=O)C(C)OC(=O)c2ccccc2C(=O)c2ccc(Cl)c([N+](=O)[O-])c2)cc1 (stereo unspecified),6.3,-7.9,100.0,-4.9,38.5,97.0,1.0,2.2,-5.7
Cc1c(CN(C)C(=O)c2sc3cc(Cl)ccc3c2Cl)cnn1C,2.5,-26.2,103.0,15.7,-1.4,101.0,3.0,-12.9,0.2
Cc1ccc(-n2c(-c3ccco3)n[nH]c2=S)cc1,-1.2,0.1,88.0,15.3,-3.5,88.0,-6.0,32.4*,2.6
COc1ccc(NC(C)C(=O)N/N=C/c2ccccc2OCc2ccc(Br)cc2)cc1 (stereo unspecified),2.7,-5.2,111.0,-15.2,13.2,111.0,9.0,-15.0,3.8
CN(C)S(=O)(=O)c1ccc2nc(NC(=O)c3cccs3)sc2c1,4.3,-18.3,103.0,19.3,-1.2,105.0,0.0,-1.3,0.8
Cc1ccc(C(=O)NCC(=O)Nc2ccc(C)c(S(=O)(=O)Nc3ccc(Cl)cc3)c2)s1,-7.3,-26.2,91.0,1.6,0.4,95.0,-10.0,-7.7,2.3
CCCc1nc2c(sc3nc4c(cc32)COC(C)(C)C4)c(=O)n1CCN(CC)CC,-0.9,5.8,106.0,8.2,1.1,101.0,8.0,-6.0,-2.6

SMILES,IDE cell activ,pCIP destab,MEKK2wt PB1 HTS,UBC9 SUMO inh,NALP1 yeast inh,MEKK3 PB1 HTS,MEKK2 mut-MEK5,M18AAP inhibitor,IDE inh
CCc1ccc(-c2cc(-c3n[nH]c(=S)n3CC)c3ccccc3n2)cc1,/,-4.8,92.0,-0.7,25.5,92.0,-5.0,-4.1,9.0
O=C(Nc1cccc(Br)c1)c1cccc(OC(=S)N2CCOCC2)c1,-2.9,-13.9,103.0,-14.9,16.8,106.0,5.0,-7.6,3.4
CC(C(=O)Nc1ccccc1)N1CCN(c2ccccn2)CC1 (stereo unspecified),-1.0,5.4,108.0,10.6,-7.1,107.0,6.0,3.2,-3.1
Fc1ccccc1C(c1nnnn1C1CCCC1)N1CCN(Cc2ccccc2)CC1 (stereo unspecified),9.2,-0.6,101.0,6.2,-2.3,104.0,-3.0,4.2,7.0
COC(=O)C1CCN(C(=O)c2cc(OC)c(OC)c(OC)c2)CC1,-2.1,0.4,104.0,8.6,5.7,105.0,4.0,-8.5,5.4
COc1ccc2c(c1)-c1c(ssc1=S)C(C)(C)N2S(=O)(=O)c1ccc(C)cc1,1.8,-11.0,101.0,7.8,28.8,129.0*,2.0,18.7,-0.8
COn1c(SCC(N)=O)nc2ccccc2c1=O,8.9,-43.7,93.0,19.2,14.7,90.0,-3.0,-4.4,2.7
O=Cc1cn(CC(=O)Nc2ccc(F)cc2)c2ccccc12,2.4,-5.8,61.0,8.9,-6.8,53.0,-17.0,4.5,4.6
COc1cc(/C=N/Nc2ccc(S(N)(=O)=O)cc2[N+](=O)[O-])cc(OC)c1O,1.4,-6.0,93.0,18.9,9.3,93.0,-9.0,45.4*,3.7
CCOCCCNC(=O)c1cccs1,1.0,-2.0,98.0,12.8,2.2,93.0,0.0,4.7,5.7

2 compounds drawn at random from the list so far, as already listed:
SMILES,IDE cell activ,pCIP destab,MEKK2wt PB1 HTS,UBC9 SUMO inh,NALP1 yeast inh,MEKK3 PB1 HTS,MEKK2 mut-MEK5,M18AAP inhibitor,IDE inh
O=C(Nc1cccc(Br)c1)c1cccc(OC(=S)N2CCOCC2)c1,-2.9,-13.9,103.0,-14.9,16.8,106.0,5.0,-7.6,3.4
CCOCCCNC(=O)c1cccs1,1.0,-2.0,98.0,12.8,2.2,93.0,0.0,4.7,5.7

Next part
SMILES,IDE cell activ,pCIP destab,MEKK2wt PB1 HTS,UBC9 SUMO inh,NALP1 yeast inh,MEKK3 PB1 HTS,MEKK2 mut-MEK5,M18AAP inhibitor,IDE inh
CCn1c(SCC(=O)N2CCOCC2)nc2ccccc21,1.1,-28.2,87.0,16.0,9.8,94.0,0.0,-1.9,3.1
CC(C)CCN(C(=O)Nc1ccc(Cl)cc1)C1CCN(C(C)C)CC1,5.3,23.1,101.0,-7.3,11.1,96.0,-5.0,3.2,-1.8
Cc1cc(O)c(C=O)c2c1C(=O)Oc1c(CO)c(O)c3c(c1O2)C(O)OC3=O (stereo unspecified),2.0,-1.9,76.0,96.5*,-18.0,97.0,1.0,14.1,-0.7
O=S(=O)(c1cccc(-c2nc3n(n2)Cc2ccccc2-3)c1)N1CCCCC1,2.7,-20.0,97.0,21.1,20.4,102.0,1.0,0.5,5.1
COc1ccc(-c2nnc3ccc(SCC(N)=O)nn23)cc1OC,3.9,-4.0,88.0,2.6,0.9,80.0,-8.0,1.1,-2.7
O=C(NCc1ccco1)C1CCCN1C(=O)Nc1ccccc1 (stereo unspecified),6.5,-14.9,102.0,12.4,-2.4,102.0,3.0,0.2,8.0
COc1cc(OC)c(N(C)C(=O)c2cn(C)c(=O)c3cc(OC)c(OC)cc23)cc1Cl,-2.2,-4.0,104.0,3.6,0.7,102.0,1.0,-14.2,-3.3
COC(=O)c1ccccc1SC1CC(=O)N(c2ccccc2)C1=O (stereo unspecified),-5.2,-11.6,93.0,-4.8,77.6*,91.0,-5.0,-27.0,8.2
N#C/C(=C\c1cccnc1)c1ccccn1,-3.2,-12.8,101.0,22.1,12.6,103.0,3.0,-6.0,-4.3
Cc1nc(-c2cccs2)sc1C(=O)O,0.7,-17.2,77.0,12.9,/,86.0,-30.0,6.2,1.3

SMILES,IDE cell activ,pCIP destab,MEKK2wt PB1 HTS,UBC9 SUMO inh,NALP1 yeast inh,MEKK3 PB1 HTS,MEKK2 mut-MEK5,M18AAP inhibitor,IDE inh
Cc1nnc(-c2cnn(-c3ccccc3)c2N)n1Cc1cccc(C(F)(F)F)c1,4.0,-22.1,99.0,-13.9,-12.9,99.0,1.0,-6.9,1.8
CN1CCN(CCCCC(=O)c2ccccc2)CC1,-2.6,-15.2,95.0,0.4,-23.0,96.0,-5.0,-3.9,4.9
COc1ccc(-c2nsc3c(N4CCCCC4C)ncnc23)cc1 (stereo unspecified),2.4,-11.8,85.0,11.0,6.3,79.0,-6.0,3.4,2.3
CCOC(=O)N/N=C/c1cc(C)n(-c2ccccc2)c1C,1.1,2.1,98.0,9.2,11.9,113.0,-1.0,1.6,-1.8
COc1ccc(NC(=O)CC23CC4CC(C2)CC(n2nnc(C)n2)(C4)C3)cc1,7.7,2.6,104.0,-10.2,6.3,100.0,2.0,1.6,2.8
CCN(CC)CCCNC(=O)Cc1c(C(=O)O)n(C)c2ccccc12,4.2,-4.6,100.0,-4.7,-17.2,93.0,2.0,-1.0,1.5
COC(=O)c1ccccc1NC(=O)CSc1n[nH]c(C)n1,0.8,-11.2,104.0,15.2,5.5,100.0,5.0,30.3*,3.7
Cc1c(O)nc(SCC(=O)Nc2ccc3c4c(cccc24)CC3)n(-c2ccccc2)c1=O,-3.5,10.4,106.0,20.6,4.9,102.0,-2.0,5.8,-0.9
CCC(C)(C)NC(=O)/C=C/c1cnc2ccccc2n1,0.7,7.8,94.0,-1.5,15.2,96.0,-1.0,-2.5,3.5
O=C(Nc1ccc(F)cc1)c1cccnc1NCCc1ccccc1,-0.8,-4.0,112.0,-14.5,32.1,142.0*,1.0,1.1,2.4
CCOC(=O)N1CCN(CC(O)COCC2=CCC3CC2C3(C)C)CC1 (stereo unspecified),-3.2,-12.4,106.0,26.5,19.5,105.0,13.0,-5.8,-1.3

Screens from PubChem BioAssay.
